Compound activity (PubChem)
P. falciparum M1AAP: P. falciparum M1AAP inhibitors, biochemical, fluorogenic H-Leu-NHMec substrate, 1536-well (AID 1445) | recombinant M1AAP, H-Leu-NHMec fluorogenic kinetic assay; higher % means a stronger effect | inhibition, % at 30 µM; hits with a dose series show IC50 in µM | 220,000 tested, 0.42% active;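 active = primary inhibition above the hit cutoff, then over 50% inhibition at one or more dose response concentrations, cut at about 23% in these data, passing the limit was not always enough; inconclusive = conflicting primary data, or primary hits not chosen for dose response; inactive = low primary inhibition, or under 50% at every dose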;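 also: plate controls were DMSO full reaction for no effect and no enzyme background for full effect; strong numbers were not always called active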
Dynein cargo inh: blocks dynein driven cargo transport along microtubules; 3617.4 mouse cells, GR-EGFP nuclear translocation imaging; test concentration mostly 20 µM; stimulated with dexamethasone, 1 µM; active compounds read low; z-score, hits read low; 220,000 tested, 0.47% active;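 active = plate z-score of nuclear minus cytoplasmic receptor signal below a set negative limit, without overly bright fluorescence or cell loss, cut at about -3.5 in these data, passing the limit was not always enough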;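 also: z-score of nuclear minus cytoplasmic ring GR-EGFP intensity difference per well; some compounds called inactive have numbers as strong as hits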
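Buffer or medium: Induction medium lacking tetracycline, stripped serum | Also added: Dexamethasone agonist, 1.0 µM final, for 30 min | Timing: 48 h induction, 1 h compound, 30 min dex at 37 °C | Detection: Formaldehyde fixation, Hoechst nuclear stain, 10x automated fluorescence imaging | Measure: Nuclear versus cytoplasmic GR-EGFP signal, averaged per well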
P. falciparum M17LAP: P. falciparum M17LAP inhibitors, primary screen, biochemical, fluorogenic H-Leu-NHMec substrate, 1536-well (AID 1619); 220,000 tested, 0.38% active; recombinant M17LAP, H-Leu-NHMec fluorogenic kinetic assay; higher % means a stronger effect; inhibition, % at 30 µM, or IC50 in µM where a hit was titrated;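 active = compound inhibiting the enzyme by more than half at any dose during confirmatory dose-response retesting; inconclusive = strong single-dose inhibitors picked by rank but not retested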;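 also: plate controls were full reaction with DMSO carrier for no effect and no enzyme background for full effect; strong numbers were not always called active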
CSM14.1 death rescue: rescue of cells from ER stress-induced death, primary screen, 384-well, CSM14.1, thapsigargin, ATP luminescence (AID 1222); CSM14.1 thapsigargin-induced death rescue, ATP luminescence; higher % means a stronger effect; one-dose cellular ATP content (survival), % at 20 µM; EC50 in µM for titrated hits; 190,000 tested, under 10 active;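 active = EC50 below 50 µM in the dose-response confirmation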;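 also: death triggered by thapsigargin at about 15 µM added after 2 h compound pretreatment; cell ATP read after overnight thapsigargin exposure of roughly 18 to 22 hours; normalized against plate controls of thapsigargin alone and 5% DMSO vehicle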
Yfh1-off respiration: enhancers of respiration in Yfh1-depleted yeast, dose response, Friedreich's ataxia, plus single-dose screen (AID 1465). S. cerevisiae Yfh1-off respiration, WST-1 reduction, 72 h; higher fold induction means a stronger effect. fold induction at 50 µM; hits with a dose series show EC50 in µM. 220,000 tested, 0.074% active;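 active = fold induction of absorbance versus untreated yeast above a set limit, then at least 30% activation at any dose in follow-up; inconclusive = repeats straddling the limit, or above it without dose testing; inactive = fold induction below the set limit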;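 also: activators that raise dye reduction in frataxin-depleted yeast; strong numbers were not always called active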
Autophagy HCS: modulators of autophagy; calls only at 10 µM (by protocol); MEF GFP-LC3 puncta imaging; test concentration mostly 10 µM; 190,000 tested, 0.98% active;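 active = percentage of spot-positive cells more than 3 SD above its plate mean, without a fluorescence outlier flag or 80% toxicity; inconclusive = no clear call, values can overlap the other calls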;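 also: spot-positive cell cutoff set from DMSO-treated cells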
Lipid droplet: modulators of hepatic lipid droplet formation | AML12 mouse hepatocytes, oleate lipid droplets, BODIPY imaging | inhibition, % at 6.5 µM | 240,000 tested, 0.4% active | AID 1656;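 active = lipid droplet intensity inhibited by at least 50%, with more than 500 cells counted; inconclusive = wells with under 300 cells, treated as cytotoxic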
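Technique: fluorescence imaging, 20x objective, two fields per well / Assay system: AML12 hepatocytes (mouse) / Measure: % inhibition of lipid droplet signal / Doses: 6.5 µM single-point dosing / Incubation: overnight exposure / Reagent: 100 µM oleic acid challenge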
Ins promoter up: MIN6 insulin promoter up-regulation; z-score at 5 µM; AID 1625; MIN6 insulin promoter-GFP reporter, high-content imaging; active compounds read high; 190,000 tested, 0.3% active;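 active = z-score above 3 at 5 µM with at least 500 cells counted in the well; inconclusive = wells under 500 cells, flagged as cytotoxic or low count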
MT stabilize HCS: stabilizes microtubules in HeLa cells | HeLa tubulin immunostaining HCS, 24 h; share of cells brighter than vehicle mean+2SD | % tubulin-high responders, % at 10 µM | 200,000 tested, 0.83% active | AID 2205;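 active = plate Z-score above 3 for both tubulin-high and condensed-nucleus cell shares, with cell loss under 80%, at 10 µM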;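 also: anti alpha tubulin signal scored within the nucleus-defined area of each cell; some results filed as inactive read as strong as hits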
Dynein cargo inh cytoplasmic EGFP: also measured in Dynein cargo inh; calls as there; z-score; measured here: cytoplasmic GR-EGFP intensity; active compounds read high
Dynein cargo inh nuclear GR-EGFP: recorded beside Dynein cargo inh, whose call it bears; z-score; measured here: nuclear GR-EGFP intensity;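 lower value marks the stronger effect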
Dynein cargo inh cell count: recorded beside Dynein cargo inh, whose call it bears; z-score; measured here: cell count per field
Ins promoter up cell count: second read-out of Ins promoter up, no call of its own (marks repeat the call); cell count; measured here: cytotoxicity, nuclei count;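 total cells summed across four imaged fields per well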
Lipid droplet cells 6.5 µM: second read-out of Lipid droplet, no call of its own (marks repeat the call); cell count; measured here: cell count, cytotoxicity flag;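 cells counted across two imaged fields per well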
MT stabilize HCS Hoechst-high %: recorded beside MT stabilize HCS, whose call it bears; % Hoechst-high responders; measured here: nuclear condensation Hoechst responders;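 share of cells brighter than vehicle mean plus two SD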
MT stabilize HCS cytotoxicity %: second read-out of MT stabilize HCS, no call of its own (marks repeat the call); toxicity, %; measured here: cytotoxicity by cell density;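 0% = mean cell density of plate MIN control wells and 100% = no cells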
Autophagy HCS cell loss 18 h: recorded beside Autophagy HCS, whose call it bears; toxicity, %; measured here: cell loss, nuclei count;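 cell loss after 18 h compound exposure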
* = called active by the depositor; i = inactive; ? = inconclusive; nt = no result given.

SMILES | P. falciparum M1AAP | Dynein cargo inh | Dynein cargo inh cytoplasmic EGFP | Dynein cargo inh nuclear GR-EGFP | Dynein cargo inh cell count | P. falciparum M17LAP | CSM14.1 death rescue | Yfh1-off respiration | Autophagy HCS | Autophagy HCS cell loss 18 h | Lipid droplet | Lipid droplet cells 6.5 µM | Ins promoter up | Ins promoter up cell count | MT stabilize HCS | MT stabilize HCS Hoechst-high % | MT stabilize HCS cytotoxicity %
CCN(C(=O)c1c(OC)cccc1OC)c1nnc(-c2cccnc2)s1 | 8% | -0.54 | 0.64 | 0.65 | 0.57 | 14% | 0.1% | i | i | -7 | -7 | 709 | -0.75 | 1116 | 3.5 | 2.0 | 2.9
O=[N+]([O-])/C=C/c1cn(Cc2ccc(Cl)cc2)c2ccccc12 | -4% | -3.7* | 0.34* | -1.6* | 0.48* | 0% | -2.1% | i | i | 7 | -6 | 670 | 1.2 | 1356 | 2.0 | 2.1 | 3.5
O=C(C1=C(O)C(=O)N(CCOCCO)C1c1ccccn1)c1cccs1 (centres undefined) | 2% | 0.16 | -0.22 | 1 | -0.69 | 15% | nt | i | nt | nt | nt | nt | -0.78 | 1146 | nt | nt | nt
CC1=NNC(=O)C1C(c1ccc(Cl)cc1)C(C#N)C#N (centres undefined) | 10% | -0.19 | -0.072 | 0.4 | -0.81 | 16% | nt | i | nt | nt | 21 | 672 | 0.54 | 1104 | nt | nt | nt
COc1ccc(C(=O)C(CO)Oc2ccccc2OC)cc1OC (centres undefined) | 10% | -0.99 | -0.21 | -0.32 | 1.8 | -12% | -0.6% | nt | i | 2 | nt | nt | 1.2 | 1362 | 1.8 | 1.5 | 6.7
CCCCn1c2ccccc2c2nnc(SCC(=O)NC3=NN=C(c4ccccc4)CS3)nc21 | 12% | 0.78 | 0.62 | 0.62 | -1.5 | -1% | 0.6% | i | i | -11 | 6 | 633 | -0.93 | 1338 | 2.9 | 2.8 | 8.6
CN(C)c1ccc(N=Nc2ccccc2C(=O)OCC(=O)N(C)c2ccccc2)cc1 | 4% | 0.093 | -0.25 | -0.15 | -0.18 | 12% | -3.1% | i | i | -2 | 0 | 722 | -0.71 | 1220 | 6.1 | 2.7 | 7.1
Cc1c(C(=O)OCCOC(C)C)[nH]c2c1C(=O)CC(c1ccco1)C2 (centres undefined) | 10% | -0.41 | -0.16 | 0.061 | 0.9 | 6% | nt | i | i | 32 | ? | nt | nt | nt | 6.5 | 54 | 46
Cc1ccccc1OCC(=O)Nc1cccc(NC(=O)c2ccco2)c1 | 11% | -0.54 | -0.23 | -0.21 | 0.31 | 4% | -1.0% | i | i | 14 | nt | nt | -0.51 | 1584 | 3.3 | 1.2 | 4.9
O=C(c1ccncc1)c1ccc(Br)cc1 | -2% | -0.23 | -0.23 | -0.12 | 0.83 | 3% | nt | i | i | -4 | 16 | 642 | 0.39 | 1235 | 3.1 | 1.8 | 2.2
CSc1nnc2c3cc(C)ccc3n(Cc3ccccc3)c2n1 | 2% | 0.19 | -0.23 | 0.28 | 0.49 | -4% | -0.2% | i | i | 3 | nt | nt | -1.1 | 1108 | 1.1 | 2.7 | 4.8
CCn1c2ccccc2c2nnc(SCC(=O)c3c(N)n(C)c(=O)n(C)c3=O)nc21 | 1% | 0.065 | -0.21 | 0.55 | 0.00056 | -7% | -0.9% | i | i | 9 | 2 | 732 | -1.6 | 1554 | 4.2 | 1.6 | 1.2
CCN1CC=C2C(C#N)=C(N)C(C#N)(C#N)[C@H](c3ccoc3)[C@H]2C1 | 11% | 11 | 14 | 9.3 | -0.49 | -71% | -1.2% | i | ? | nt | nt | nt | 1.9 | 1415 | 3.7 | 1.2 | 1.0
O=C(CSc1ccc(-c2ccncc2)nn1)c1ccccc1 | -2% | 0.64 | -0.29 | 0.048 | -0.064 | 23% | 13% | i | i | 29 | 14 | 678 | 0.15 | 1104 | 1.6 | 2.0 | 5.3
CCSC1=NCCN1C(=O)c1c(-c2ccccc2Cl)noc1C | 3% | -0.37 | -0.26 | 0.39 | 0.67 | 8% | -1.3% | i | i | 11 | 2 | 725 | 0.17 | 1557 | 4.0 | 2.5 | 6.4
CCCN1C(=O)C(Cc2nc3ccccc3c(=O)n2-c2ccccc2)c2ccccc21 (centres undefined) | 10% | 1.2 | -0.3 | 0.28 | -0.47 | 1% | 2.4% | i | i | 0 | -2 | 648 | -0.53 | 1057 | 4.0 | 2.3 | 8.8
O=c1cc(NCCO)c2ccccc2o1 | 11% | -0.52 | -0.27 | -0.29 | 0.94 | 7% | -1.2% | i | i | -5 | nt | nt | 0.02 | 984 | 3.1 | 2.2 | 5.2
CCc1ccccc1NC(=S)NCc1ccc2c(c1)OCO2 | 10% | -0.25 | -0.2 | 0.42 | 1 | 0% | -1.3% | i | i | -18 | nt | nt | -0.04 | 1599 | 1.8 | 2.1 | 8.6
Cc1ccc2ncnc(Nc3cccc(C(=O)O)c3)c2c1 | 3% | -0.58 | 0.066 | -0.13 | 0.59 | 48% | -1.9% | i | i | 18 | 0 | 681 | nt | nt | 3.1 | 1.7 | 0.4
Oc1c(Cl)cc(Cl)cc1CNn1cnnc1 | 3% | -0.62 | -0.32 | -0.022 | 0.38 | 2% | -1.4% | i | i | 22 | 0 | 736 | 0.37 | 1460 | nt | nt | nt
Cc1noc(C)c1CN1C(=O)NC2(CCCCCCC2)C1=O | 1% | 0.033 | -0.15 | 0.29 | 0.38 | 0% | -0.5% | i | i | -2 | 11 | 816 | 0.14 | 819 | 2.1 | 1.6 | 4.9
CCCc1nc2sc3c(c2c(=O)n1N)CCC3 | 1% | -1.1 | -0.014 | -0.57 | 0.62 | 0% | -3.3% | nt | i | 3 | 12 | 721 | -0.51 | 874 | 1.2 | 1.3 | 8.8
O=C(Nc1ccccc1)N1CCSc2cc(Cl)ccc21 | -2% | 0.74 | 0.19 | 0.22 | -1.2 | 8% | -1.6% | i | i | 1 | nt | nt | nt | nt | 0.4 | 1.8 | 7.8
N#CC(C(=O)c1ccccc1)=C1SCCS1 | 10% | -0.54 | -0.22 | -0.29 | 0.057 | 16% | nt | i | nt | nt | 22 | 704 | 0.03 | 1479 | nt | nt | nt
Cc1cc(C(=O)CN2CCCC2)c(C)n1-c1ccc(Cl)cc1 | 0% | 0.021 | 0.15 | 0.38 | -0.89 | 0% | -1.9% | i | i | 6 | 8 | 697 | -0.45 | 1293 | 3.7 | 2.3 | 8.0
Cc1cc(C(=O)CSc2nc3ccccc3c(=O)[nH]2)c(C)n1CC1CCCO1 (centres undefined) | 5% | -1.1 | -0.17 | -0.18 | -0.65 | -1% | -0.6% | i | i | -7 | -4 | 649 | -0.39 | 1041 | 2.2 | 2.7 | 7.4
CCOc1ccc(N/C(SC)=C(/C#N)C(N)=O)cc1 | -2% | 2.1 | -0.19 | 0.68 | -1.6 | -2% | -3.1% | i | i | -42 | nt | nt | 0.53 | 1611 | 4.4 | 1.5 | 15
Cc1ccc(C23CC4CC(CC(C(=O)N5CCOCC5)(C4)C2)C3)cc1 | -1% | -0.7 | -0.11 | -0.13 | 0.62 | 0% | 0.4% | i | i | -2 | 17 | 798 | -0.9 | 964 | 1.5 | 2.2 | 6.7
Cc1ccccc1NC(=O)CC1SCCNC1=O (centres undefined) | -8% | -0.023 | -0.26 | -0.14 | 0.69 | 7% | -1.2% | i | i | -2 | 0 | 785 | 0.83 | 1220 | 1.7 | 1.6 | 4.3
C=C1CC(C(=O)N/N=C/c2ccccc2)C1 | 4% | -0.63 | -0.24 | -0.5 | 0.3 | 3% | -5.6% | i | i | 2 | 1 | 673 | -0.03 | 1279 | 1.5 | 3.5 | 7.2
COc1ccc(C2C(C(=O)OCC3CCCO3)=C(C)NC3=C2C(=O)CC(c2ccco2)C3)cc1O (centres undefined) | 11% | -1.5 | -0.18 | -0.63 | 0.11 | 10% | -0.6% | i | i | -8 | nt | nt | -0.05 | 1525 | 3.3 | 1.3 | 1.4
CC(C)(C)Nc1c([N+](=O)[O-])c(=O)sc2ccccc12 | -2% | 0.035 | -0.063 | 0.19 | -0.84 | -4% | 0.2% | i | i | 34 | 3 | 727 | nt | nt | 3.1 | 1.6 | 2.8
O=C(Nc1ccc(N2CCN(Cc3ccccc3Cl)CC2)cc1)c1cccnc1 | 2% | -0.29 | -0.23 | -0.23 | 0.44 | 3% | -2.8% | i | i | 6 | -10 | 634 | nt | nt | 3.7 | 2.2 | 3.0
COc1ccc(NC(=O)CC(c2ccc(F)cc2)c2ccc(OC)cc2)cc1 (centres undefined) | 5% | 0.029 | 0.072 | -0.0045 | -0.019 | 7% | -1.6% | i | i | -9 | 10 | 650 | -0.97 | 1467 | 7.6 | 2.1 | 3.8
CC(NC(=O)Cn1nc(-c2ccccc2)c2ccccc2c1=O)c1ccccc1 (centres undefined) | 9% | 0.094 | -0.057 | 0.41 | -0.72 | 13% | -0.2% | i | i | -5 | nt | nt | -0.12 | 1588 | 2.9 | 1.0 | 4.0
